# hERG protect: hERG (human) protection from proarrhythmic block; AID 1511; CHO-hERG, FluxOR thallium flux, dofetilide IC70 present; 310,000 compounds, 0.51% hits; activation (rescue from dofetilide block), less the hit threshold, % at 10 µM; Q12809;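 active = activation above the mean of controls blocked by dofetilide plus 5 SD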;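 also: thallium influx through hERG after potassium depolarization seen as dye fluorescence rise; in these data hits start at about 4.7%; inactives centre near -7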
# Target sequence (Q12809 whole entry, looked up): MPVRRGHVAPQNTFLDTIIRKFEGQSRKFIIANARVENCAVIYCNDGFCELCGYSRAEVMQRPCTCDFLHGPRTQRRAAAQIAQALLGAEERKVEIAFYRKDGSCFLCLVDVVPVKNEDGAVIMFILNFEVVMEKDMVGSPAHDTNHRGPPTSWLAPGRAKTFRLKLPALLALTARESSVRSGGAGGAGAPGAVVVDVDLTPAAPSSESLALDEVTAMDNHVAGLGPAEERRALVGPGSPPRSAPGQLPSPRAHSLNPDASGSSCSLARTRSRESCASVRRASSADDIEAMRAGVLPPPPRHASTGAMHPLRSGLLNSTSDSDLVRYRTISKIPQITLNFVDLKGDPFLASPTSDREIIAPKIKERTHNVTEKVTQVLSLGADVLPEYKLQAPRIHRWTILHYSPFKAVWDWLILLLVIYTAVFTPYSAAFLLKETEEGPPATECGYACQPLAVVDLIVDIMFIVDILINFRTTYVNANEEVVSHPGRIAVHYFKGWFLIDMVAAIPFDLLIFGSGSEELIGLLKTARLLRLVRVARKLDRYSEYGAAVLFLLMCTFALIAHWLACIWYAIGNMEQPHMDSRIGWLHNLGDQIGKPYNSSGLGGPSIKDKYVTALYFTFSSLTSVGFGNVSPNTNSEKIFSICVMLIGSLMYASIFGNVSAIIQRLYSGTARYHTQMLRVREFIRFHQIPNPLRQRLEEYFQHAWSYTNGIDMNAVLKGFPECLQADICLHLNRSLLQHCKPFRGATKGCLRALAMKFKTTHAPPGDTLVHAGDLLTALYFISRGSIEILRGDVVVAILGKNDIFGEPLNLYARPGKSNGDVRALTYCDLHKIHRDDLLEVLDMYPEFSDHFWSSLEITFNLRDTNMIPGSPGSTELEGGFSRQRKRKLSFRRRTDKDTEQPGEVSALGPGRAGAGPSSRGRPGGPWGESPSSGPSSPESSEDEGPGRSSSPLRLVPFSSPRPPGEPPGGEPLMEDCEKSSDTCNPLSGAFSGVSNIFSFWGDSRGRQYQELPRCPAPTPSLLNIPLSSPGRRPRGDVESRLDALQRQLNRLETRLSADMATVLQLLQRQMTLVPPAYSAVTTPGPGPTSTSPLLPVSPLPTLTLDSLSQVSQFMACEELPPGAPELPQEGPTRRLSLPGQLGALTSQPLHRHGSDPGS
# GSK3B inh: human GSK3beta kinase inhibition; P49841; GST-GSK3beta kinase, ADP-Glo luminescence, 60 min; stronger effect = lower value; AID 2097; 300,000 compounds, 0.038% hits; activity score (negative = inhibition), % at 10 µM;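 active = more than half of replicate wells score below -50%, meaning over 50% inhibition versus plate controls; inconclusive = some replicates but at most half score below -50%; inactive = no replicate scores below -50%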;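 also: 0% = median DMSO wells and -100% = median GW8510 positive control wells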
#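 Assay system: GST-fused GSK3beta enzyme, cell-free / Medium: Tris pH 7.5 buffer with MgCl2, DTT, BSA, heparin / Also added: peptide substrate plus 25 µM ATP (final) / Compound: 10 µM single point / Timing: kinase reaction with compound 60 min at room temperature / Detection: ADP-Glo luminescence / Benchmarks: DMSO neutral wells and GW8510 at 20 µM as positive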
# KCNK9 block: inhibitors of human KCNK9 two-pore domain potassium channel | Q9NPC2 | 310,000 compounds, 1.2% hits | HEK293 KCNK9, FluxOR thallium flux fluorescence; stronger effect = lower value | B-score at 10 µM;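 active = ratio B-score over 3 SD below the library mean, with starting fluorescence within 5 SD of its mean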;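 also: negative B-score means less thallium flux so channel inhibition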
# KCNK3 block: human KCNK3 channel inhibition, primary screen. B-score at 10 µM. CHO-KCNK3 thallium flux, FluxOR fluorescence; stronger effect = lower value. 340,000 compounds, 0.84% hits. O14649;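 active = B-score under library mean minus 4 SD, starting fluorescence ratio at most library mean plus 5 SD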;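 also: more negative B-score means stronger inhibition of thallium flux through KCNK3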
# HDAC3 inhib: blocks human histone deacetylase 3. 320,000 compounds, 0.15% hits. inhibition, % at 8.3 µM. recombinant HDAC3, fluorogenic peptide/trypsin coupled, fluorescence; in the data active = inhibition above about 26%, passing the limit was not always enough; inconclusive = no clear call, values can overlap the other calls
# KCNQ1 block: inhibitors of human KCNQ1 potassium channel; 310,000 compounds, 1.3% hits; CHO-K1 KCNQ1, FluxOR thallium flux fluorescence; stronger effect = higher value; B-score at 10 µM; AID 2642; P51787;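 active = compounds whose thallium flux B-score, printed positive for inhibition, exceeds three library SD while starting fluorescence stays within three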;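 also: channel opened by potassium depolarization with thallium stimulus after 20 min compound exposure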
# KCNQ1 act: human KCNQ1 channel potentiation or activation; CHO-K1 KCNQ1, thallium flux FluxOR fluorescence; stronger effect = higher value; B-score at 10 µM; 310,000 compounds, 0.35% hits; AID 2648;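 active = fluorescence ratio B-score, a plate-corrected score, at least three library SD, with initial intensity B-score within 5 SD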
#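 Assay system: stable KCNQ1 CHO-K1 line; medium: assay buffer, equal DMSO in all wells; timing: 90 min dye loading and 20 min compound exposure, both at room temperature; technique: kinetic FluxOR thallium fluorescence, 10-s 1-Hz baseline, 110-s post-stimulus read; read-out basis: B score of baseline-normalized fluorescence ratio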
# Dyrk1A ADPGlo: Dyrk1A (rat) kinase inhibition | Q63470 | ADP-Glo luminescence, NFATc1 peptide | inhibition, % at 12.5 µM | 310,000 compounds, 0.43% hits; in the data active = inhibition above about 50%;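 also: plate controls were vehicle with enzyme for no effect and no enzyme for full effect; many of its hits are not listed in these tables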
# PolyA inh: inhibitors of polyadenylation in S. cerevisiae; S. cerevisiae SKY197-pL101 polyadenylation reporter, beta-gal luminescence; efflux-impaired pdr1/pdr3 knockout yeast; score 100 = 6 SD above DMSO; calls only at 12 µM; 300,000 compounds, 0.02% hits;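 active = lowest replicate activity score at least 50, where 100 means six control SD above control mean; inconclusive = lowest score under 50 but half or more replicates reach 50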;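 also: yeast exposed to compound for 9 h at 30 °C; higher score means more reporter readthrough which indicates perturbed polyadenylation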
# GSK3 alpha inh: inhibitors of human GSK-3 alpha kinase | P49840 | ADP-Glo luminescence, 60 min | inhibition, % at 10 µM | 320,000 compounds, 0.1% hits | AID 2650;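 in the data active = inhibition above about 50%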;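 also: GST-tagged GSK-3 alpha with peptide substrate and 25 µM ATP; 0% = DMSO neutral wells and 100% = GW8510 positive control wells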
# RGS4 act: RGS4 potentiation or activation; HEK293 M3R/inducible RGS4, carbachol calcium flux Fluo4; stronger effect = lower value; 310,000 compounds, 0.92% hits; B-score at 10 µM;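 active = B-score of the integrated calcium signal more than 4 SD below the library mean, with starting fluorescence not abnormally high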;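 also: negative B-score means reduced calcium response which marks RGS4 activation or potentiation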
#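 Assay system: Inducible-RGS4 HEK293 cells carrying M3 receptor | Schedule: Compound preincubation 20 min at room temperature before agonist | Signal: Kinetic calcium fluorescence imaging with Fluo4-AM dye, 2 µM | Read-out basis: B score from integrated fluorescence ratio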
# An asterisk follows results filed as active; i = inactive; ? = inconclusive; / = not tested or not shown. An excerpt; the hit share may differ from the screen's.
SMILES,hERG protect,GSK3B inh,KCNK9 block,KCNK3 block,HDAC3 inhib,KCNQ1 block,KCNQ1 act,Dyrk1A ADPGlo,PolyA inh,GSK3 alpha inh,RGS4 act
O=S(=O)(c1ccc(F)c(F)c1F)N1CCN(C(=S)NC2CC3CCC2C3)CC1 (configuration not stated),-2,0,i,i,-2,i,i,-4,i,5,i
CCCS(=O)(=O)c1c(S(=O)(=O)CCC)c2cnccn2c1C(=O)c1ccc(Cl)cc1,-8,6,i,i,0,i,i,5,i,-3,i
O=C(CP(=O)(c1ccccc1)c1ccccc1)N1CCCCC1,-7,0,i,i,?,i,i,2,i,/,i
COc1ccc(N(Cc2cc3ccc(C)cc3[nH]c2=O)C(=O)C2CCCO2)cc1 (configuration not stated),-11,-3,i,i,9,i,i,-5,i,0,i
CN1CCN(CCCNC(=O)c2ccc(/C=C3\Oc4ccccc4N(Cc4ccc(Cl)cc4)C3=O)cc2)CC1,-15,1,i,i,-59,i,i,0,i,4,-7.4*
Cc1ccc(N(CC2CO2)S(=O)(=O)c2ccccc2[N+](=O)[O-])cc1 (configuration not stated),-9,1,i,i,0,i,i,4,i,-2,i
COc1ccc(C2Nc3ccccc3C(=O)N2c2ccc(F)cc2)cc1CSc1ccccn1 (configuration not stated),-9,0,i,i,-10,i,i,8,i,-2,i
CCC(C)NCCOc1ccc(Br)cc1 (configuration not stated),-7,2,i,i,-10,i,i,5,i,-2,i
COc1ccc(C(C(=O)NC(C)(C)C)N(C(=O)CNC(=O)c2cccs2)c2ccc(NC(C)=O)cc2)cc1OC (configuration not stated),-10,0,i,i,18,i,i,0,i,-3,i
Cc1noc(C)c1CSc1nc2sc(C)c(C)c2c(=O)n1-c1ccccc1,-6,0,i,i,-3,i,i,-3,i,1,i
Cc1ccc(C(=O)N2CC(C)OC(C)C2)c(Cl)c1 (configuration not stated),-4,2,i,i,-4,i,i,-4,i,-6,i
COc1cccc(N(Cc2nnc3n2CCCCC3)C(=O)Nc2ccccc2F)c1,-10,-3,i,i,-3,i,i,-1,i,-2,i
CCSc1nc2cc(OC)c(OC)cc2c(=O)n1CCc1ccccc1,-10,-4,i,i,3,i,i,5,i,1,i
Cc1ccc(NC(=O)CN(C)C(=O)Cn2nnc(-c3ccccc3)n2)cc1,-7,3,i,i,-4,i,i,11,i,-1,i
COc1cc(/C=N/N=C(\N)c2nonc2N)cc(OC)c1OC,-4,-2,i,i,6,i,i,-1,i,-5,i
Cc1ccnc(NC(=O)COc2c(C)cc(C)cc2[N+](=O)[O-])c1,-9,0,i,i,7,i,i,2,i,2,i
CSc1nc2[nH]c3c(c2c2nncn12)CC(C)(C)OC3,-9,2,i,i,-7,i,i,31,i,-1,i
CN(C)C1(CNC(=O)C2CCN(S(=O)(=O)c3cc(Cl)ccc3Cl)CC2)CCCCC1,-6,1,i,i,-2,i,i,1,i,6,i
CCO[C@@H]1OC(C(=O)Nc2ccccc2)=C[C@H](C)[C@H]1CCCO,-3,-4,i,i,-2,i,i,3,i,-1,i
O=C(NC(CSCc1ccccc1)C(=O)N/N=C/c1ccc(O)cc1O)c1ccc([N+](=O)[O-])cc1 (configuration not stated),-17,3,i,i,13,i,i,-1,i,-3,i

# Fetched by compound from the entries so far:
SMILES,hERG protect,GSK3B inh,KCNK9 block,KCNK3 block,HDAC3 inhib,KCNQ1 block,KCNQ1 act,Dyrk1A ADPGlo,PolyA inh,GSK3 alpha inh,RGS4 act
COc1ccc(C(C(=O)NC(C)(C)C)N(C(=O)CNC(=O)c2cccs2)c2ccc(NC(C)=O)cc2)cc1OC (configuration not stated),-10,0,i,i,18,i,i,0,i,-3,i
COc1cccc(N(Cc2nnc3n2CCCCC3)C(=O)Nc2ccccc2F)c1,-10,-3,i,i,-3,i,i,-1,i,-2,i
O=S(=O)(c1ccc(F)c(F)c1F)N1CCN(C(=S)NC2CC3CCC2C3)CC1 (configuration not stated),-2,0,i,i,-2,i,i,-4,i,5,i
CN1CCN(CCCNC(=O)c2ccc(/C=C3\Oc4ccccc4N(Cc4ccc(Cl)cc4)C3=O)cc2)CC1,-15,1,i,i,-59,i,i,0,i,4,-7.4*

# Next part.
SMILES,hERG protect,GSK3B inh,KCNK9 block,KCNK3 block,HDAC3 inhib,KCNQ1 block,KCNQ1 act,Dyrk1A ADPGlo,PolyA inh,GSK3 alpha inh,RGS4 act
CCn1c(Cc2c(C)[nH]c3ccccc23)nnc1SCC(N)=O,-10,3,i,i,0,i,i,-5,i,1,i
C/C(Cl)=C/Cn1c(=O)c2c(nc(Br)n2Cc2ccccc2)n(C)c1=O,-8,-14,i,i,-2,i,i,6,i,0,i
CC(=O)Cc1nsc(NC(=O)c2ccc(-c3cc(C(F)(F)F)ccc3Cl)o2)n1,-15,1,i,i,4,i,i,11,i,-3,i
Cc1cccc(NC(=O)CCc2nc3sc4c(c3c(=O)[nH]2)CCCC4)n1,-7,2,i,i,-2,i,i,29,i,-1,i
CCC1CN(C(=O)N2CCC(C(=O)NCc3ccc(C)o3)CC2)c2cc(C)ccc2O1 (configuration not stated),-21,5,i,i,2,i,i,3,i,0,i
COc1ccc(C(=O)Nc2cccc(/C=C/c3nc4ccccc4c(=O)[nH]3)c2)cc1,-10,-3,i,i,4,i,i,/,i,1,i
COc1cc(NC2c3ccccc3C(=O)N2Cc2ccc3c(c2)OCO3)cc(OC)c1OC (configuration not stated),-13,1,i,i,4,i,i,1,i,0,i
Cc1ccn2c(NC3CCCC3)c(-c3cccs3)nc2c1,-11,-6,i,i,-12,i,i,-2,i,4,i
COC(=O)c1[nH]c2ccccc2c1NC(=O)CN1CCC(C(N)=O)(N2CCCCC2)CC1,-8,0,i,i,-5,i,i,-4,i,-2,i
CCOc1ccc(CNC(=O)CCC(=O)N2Cc3cccc(OC)c3Oc3ncccc32)cc1,-4,1,i,i,6,i,i,0,i,/,i
CC(=O)c1cc(C#N)c(Oc2cccc(C(F)(F)F)c2)nc1C,-7,0,i,i,3,i,i,-6,i,0,i
COc1cccc(C2CC(c3ccccc3OC)n3nc(N)nc3N2)c1 (configuration not stated),-5,-3,i,i,-4,i,i,-3,i,3,i
COc1ccc(OCCCCN(C)Cc2ccccc2)cc1,-8,-2,i,i,1,i,i,4,i,0,i
COC(=O)C(NS(C)(=O)=O)(c1c(C)[nH]c2ccccc12)C(F)(F)F (configuration not stated),-15,0,i,i,-4,i,i,3,i,-2,i
CCOC(=O)c1sc(NC(=O)c2cc3n(n2)C(C(F)(F)F)CC(c2cccs2)N3)c(C(=O)OCC)c1C (configuration not stated),-7,1,i,i,-5,i,i,1,i,-3,i
COc1ccc(C(=O)Nc2nccs2)cc1,-2,-4,i,i,-4,i,i,2,i,0,i
O=C(N[C@@H](Cc1ccccc1)C(=O)OCc1ccccc1)c1nc[nH]c1C(=O)NC(c1ccccc1)c1ccccc1,-9,2,i,i,-3,i,i,-2,i,1,i
O=C(Nc1ccc(Cl)c(Cl)c1)Nc1ccon1,-9,-19,i,i,-6,i,i,0,i,-1,i
CC1=CSC2=NC(C(F)(F)F)(C(F)(F)F)NC(=O)N12,-10,-1,i,i,3,i,i,6,i,-15,i
O=C(C(Cc1ccccc1)n1cccc1)N1CCN(C2CCCCC2)CC1 (configuration not stated),-8,4,i,i,7,i,i,1,i,1,i
O=C(Nc1ccccc1)c1nnsc1S(=O)c1ccc(Cl)cc1 (configuration not stated),-10,0,i,i,6,i,i,7,i,-1,i
COc1ccccc1CNC(=O)C1CCN(C(=O)N(C)C)CC1,-5,1,i,i,6,i,i,-6,i,0,i
CCOC(=O)N1CCC(NC(=O)Cc2ccccc2)CC1,-5,1,i,i,-6,i,i,0,i,-2,i
COc1ccccc1-c1cc(C(F)(F)F)nc(NCc2ccco2)n1,-22,-2,-7.3*,i,3,i,i,1,i,8,i
Cn1nc(C(F)(F)F)c2cc(NC(=O)OCc3ccc(F)cc3)sc21,-3,1,i,i,20,i,i,6,i,0,-7.9*
C(/CCc1ccccc1)=N\Nc1nc2ccccc2[nH]1,-9,-1,i,i,11,i,i,-1,i,-2,i
CCCOc1ccc(C(=O)CCC(=O)NNC(=O)Cn2nc(C)cc2C)cc1,-10,-2,i,i,5,i,i,3,i,1,i
O=C(Nc1ccccc1)c1ccccc1NC(=O)c1ccccc1[N+](=O)[O-],-10,-4,i,i,18,i,i,3,i,-2,i
COc1ccccc1OCCNc1cc(N2CCOCC2)ccc1[N+](=O)[O-],-3,-2,i,i,-1,i,i,0,i,-3,i
Cc1onc(-c2ccccc2)c1C(=O)N1CCN(c2ccccc2F)CC1,-6,0,i,i,11,i,i,-3,i,-1,i
CCCCNC(=O)Nc1cc(C(F)(F)F)c[nH]c1=O,-9,1,i,i,0,i,i,22,i,3,i
c1ccc(Nc2ccccn2)cc1,-8,0,i,i,9,i,i,7,i,-3,i
COc1cccc(C(CC(=O)NCc2ccco2)NS(=O)(=O)c2ccc(C)cc2)c1OC (configuration not stated),-9,-25,i,i,0,i,i,-5,i,-3,i
CCn1c2ccccc2c2cc(NC(=O)COc3ccccc3)ccc21,5.4*,4,i,i,6,i,i,0,i,-1,i
N=c1oc2ccccc2cc1-c1nc(-c2ccccc2)cs1,-8,0,i,i,-8,i,i,2,i,-4,i
CC(NC(=O)COc1ncnc2cc([N+](=O)[O-])ccc12)c1ccccc1 (configuration not stated),-5,1,i,i,2,i,i,2,i,-1,i
COc1ccc([N+](=O)[O-])cc1-n1cnnn1,2,2,i,i,1,i,i,8,i,-3,i
CCOC(=O)Nc1ccc2c(c1)N(C(=O)CN1CCN3CCCC3C1)c1ccccc1CC2 (configuration not stated),-3,0,i,i,-2,i,i,3,i,0,i
CCC(=O)N1N=C(c2ccccc2)CC1c1ccccc1 (configuration not stated),-14,-8,i,i,11,i,i,13,i,-2,i
CC1(c2ccc(OC(F)F)cc2)NC(=O)N(CC(=O)Nc2ccc(F)cc2)C1=O (configuration not stated),-9,1,i,i,3,i,i,-1,i,0,i
CC(=O)NC(c1ccccc1)c1cccnc1 (configuration not stated),-12,3,i,i,-5,i,i,3,i,2,i
Cc1ccc(NC(=O)CSc2nc3ccccc3c(=O)n2CC2CCCO2)cc1 (configuration not stated),-6,-1,i,i,-6,i,i,-3,i,-2,i

# Screening results from PubChem.
